M1 PAM – positive allosteric modulators of human M1 muscarinic receptor. P11229. CHO-K1 hM1, Fluo-8 calcium fluorescence, ACh EC20; 0% = ACh EC20, 100% = maximal ACh. activation, % at 3 µM. hit rate 0.088% among 360,000. AID 588819; in the data active means activation above about 19%, passing the limit was not always enough
CRFBP-R2 agonist – agonists of human CRF-binding protein/CRF-R2 receptor complex; hit rate 0.46% among 350,000; HEK293 CRF-R2/CRF-BP, calcium dye fluorescence (FLIPR); percent of saturating CRF peptide response; activation, % at 13.2 µM; AID 588473;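 active means activation of at least 50%, plus an integration ratio under a set limit after plate pattern correction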;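 further: plate controls were neutral control wells without compound for no effect and CRF at EC100 for full effect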
CHRM4 PAM – potentiates acetylcholine response at human M4 receptor. P08173. CHO-K1 hM4/Gqi5, Fluo-8 calcium fluorescence, ACh EC20; 0% = ACh EC20, 100% = maximal ACh. activation, % at 3 µM. hit rate 0.4% among 360,000. AID 624126;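 active means activation above its plate's cutoff, the mean activation of sample wells plus 3 SD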; further: some results filed as inactive read as strong as hits
Target sequence (P08173 whole entry, looked up): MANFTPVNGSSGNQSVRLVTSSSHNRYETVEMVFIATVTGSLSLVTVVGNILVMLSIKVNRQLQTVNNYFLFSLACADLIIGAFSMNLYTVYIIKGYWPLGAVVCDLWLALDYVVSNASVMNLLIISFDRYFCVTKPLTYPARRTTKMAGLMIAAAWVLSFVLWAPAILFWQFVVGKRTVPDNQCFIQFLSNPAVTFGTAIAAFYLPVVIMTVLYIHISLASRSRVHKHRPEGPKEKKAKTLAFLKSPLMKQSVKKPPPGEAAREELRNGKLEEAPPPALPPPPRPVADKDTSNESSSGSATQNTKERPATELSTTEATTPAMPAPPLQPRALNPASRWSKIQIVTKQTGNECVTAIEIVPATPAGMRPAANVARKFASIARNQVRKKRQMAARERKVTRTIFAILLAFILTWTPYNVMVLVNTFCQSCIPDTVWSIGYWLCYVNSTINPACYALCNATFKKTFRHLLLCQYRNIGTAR
CHRM5 PAM – CHRM5 positive allosteric modulation; P08912; CHO-K1 hM5, Fluo-8 calcium, ACh EC20 PAM; 0% = ACh EC20, 100% = ACh EC100; activation, % at 3 µM; hit rate 0.3% among 360,000; AID 624038;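 active means activation above the run cutoff, the mean activation of all test compounds plus 3 SD, cut at about 18% in these data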
Target sequence (P08912 whole entry, looked up): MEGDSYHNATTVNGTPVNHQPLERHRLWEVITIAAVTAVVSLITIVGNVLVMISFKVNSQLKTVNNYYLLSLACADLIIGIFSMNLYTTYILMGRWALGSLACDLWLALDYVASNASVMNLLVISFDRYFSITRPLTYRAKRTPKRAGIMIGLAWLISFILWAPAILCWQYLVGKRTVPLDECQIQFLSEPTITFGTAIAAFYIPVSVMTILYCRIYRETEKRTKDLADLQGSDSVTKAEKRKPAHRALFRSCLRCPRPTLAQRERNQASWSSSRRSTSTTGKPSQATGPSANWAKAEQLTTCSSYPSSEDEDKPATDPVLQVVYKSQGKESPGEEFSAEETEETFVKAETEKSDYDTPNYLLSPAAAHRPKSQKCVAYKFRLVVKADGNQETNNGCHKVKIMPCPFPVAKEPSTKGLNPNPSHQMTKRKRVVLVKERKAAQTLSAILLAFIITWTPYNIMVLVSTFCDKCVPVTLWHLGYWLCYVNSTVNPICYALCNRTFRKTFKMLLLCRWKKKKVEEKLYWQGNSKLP
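System: CHO-K1 cell line with stable human muscarinic M5 receptor expression | Also added: EC20 acetylcholine as agonist stimulus | Compound: One concentration, 3 µM final (nominal) | Timing: Fluo-8 loading 80 min at 37 °C plus 30 min room temperature | Measured by: Fluo-8 calcium dye fluorescence, kinetic read | Read-out basis: % activation, ACh-normalized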
CHRM4 agonist – agonists of human muscarinic M4 receptor (CHRM4) | P08173 | CHO-K1 hM4/Gqi5, Fluo-8 calcium fluorescence; vehicle 0%, full acetylcholine response 100% | activation, % at 3 µM | hit rate 0.14% among 360,000 | AID 624127;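 active means activation above the run mean over all test wells plus 3 SD, cut at about 32% in these data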;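 further: peak over basal fluorescence ratio per well then scaled between controls; 0% = DMSO wells and 100% = acetylcholine at EC100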
CRFBP-R2 block – blocks CRF-induced signaling of the CRF-BP/CRF-R2 complex. inhibition, % at 11.8 µM. HEK293 CRF-R2/CRF-BP, CRF-induced calcium fluorescence. hit rate 0.59% among 350,000;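 active means inhibition of the ligand-induced calcium signal above about 50% at the single tested concentration, limit read from the data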
CHRM5 agonist – CHRM5 agonism in calcium assay; P08912; CHO-K1 hM5 cells, Fluo-8 calcium fluorescence; 0% DMSO wells, 100% maximal acetylcholine response; activation, % at 3 µM; hit rate 0.19% among 360,000; AID 624037;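 active means activation above the run's mean over test compounds plus 3 SD, cut at about 23% in these data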;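 further: signal is peak over basal fluorescence ratio across the kinetic read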
M5 antag – antagonists of human muscarinic M5 receptor (CHRM5). P08912. CHO-hM5 cells, Fluo-8 calcium fluorescence, ACh EC80. inhibition, % at 3 µM. hit rate 0.59% among 360,000;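 active means inhibition above a per-plate cutoff, the mean of that plate's test compounds plus 3 SD, cut at about 27% in these data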;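 further: 0% = acetylcholine EC80 with DMSO and 100% = DMSO without agonist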
M4 antag – blocks acetylcholine activation of human M4 receptor | hit rate 0.73% among 360,000 | inhibition, % at 3 µM | CHO-hM4 cells, ACh EC80, Fluo-8 calcium fluorescence | P08173 | AID 624125;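 active means inhibition above its plate's cutoff, the mean inhibition of sample wells plus 3 SD, cut at about 27% in these data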;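 further: 0% = acetylcholine EC80 with DMSO and 100% = DMSO without agonist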
* hit, by the source's call; . = not tested or not shown.

SMILES	M1 PAM	CRFBP-R2 agonist	CHRM4 PAM	CHRM5 PAM	CHRM4 agonist	CRFBP-R2 block	CHRM5 agonist	M5 antag	M4 antag
O=C(CSc1nc2ccccc2o1)NC(=O)NCc1ccccc1	-2	-2.4	8	6	1	-2	-5	-4	-3
COc1cc(-c2onc3ccc(Br)cc23)cc(OC)c1OC	4	1.1	-5	-1	2	11	-3	0	6
CCOc1ccc(NC(=O)CNC(=O)Cc2ccccc2)cc1	11	-1.0	3	0	0	-5	-3	4	-7
COc1ccc(NS(=O)(=O)c2ccc(Oc3cccc(C(=O)O)c3)cc2)cc1	0	-3.0	4	-6	1	6	-3	11	6
O=C(Nc1cccc(F)c1)c1ccco1	5	-0.7	-6	-6	1	21	4	18	9
Cc1c(C(=O)NCc2cccs2)sc(=O)n1Cc1ccc(S(C)(=O)=O)cc1	1	.	2	-10	12	.	1	6	-12
C=CCNc1nc(N)c([N+](=O)[O-])c(NC2CCCCC2)n1	3	1.4	6	2	-1	-35	0	5	-1
CCN1C(=O)/C(=C/c2c(C)nn(C)c2C)SC1=S	9	1.6	30*	-7	4	0	-5	11	2
CNC(=S)NC1CC2CCCC(C1)N2Cc1ccc(C)cc1 (stereo unspecified)	-36	8.8	-6	28*	0	-3	-8	4	2
CCC(C)NC(=O)C1CCCN(S(=O)(=O)c2ccc3c(c2)CC(C)N3C(C)=O)C1 (stereo unspecified)	2	-0.2	-1	-2	1	-4	0	1	-9
Cc1cccc(NC(=O)CCOc2ccccc2)c1C	11	0.1	-11	1	0	6	-2	15	-2
CS(=O)(=O)c1ccc(-c2nnc(NC(=O)c3ccc(S(=O)(=O)N4CCCC4)cc3)o2)cc1	9	-0.4	4	3	1	8	0	5	8
Cc1cc(C(=O)CN2C(=O)C(=O)N(C3CCCC3)C2=O)c(C)n1CCc1ccccc1	-4	2.6	-8	-10	3	4	-2	11	-2
COc1ccccc1NC(=O)CSc1n[nH]c(-c2cccnc2)n1	2	1.4	8	3	1	7	0	2	-6
C(=N\Nc1nn2cnnc2c2ccccc12)/c1ccco1	10	2.9	8	4	1	9	-1	-6	-13
Cc1csc2nc(COC(=O)CNC(=O)c3ccc(Cl)cc3)cc(=O)n12	11	-1.7	16	7	3	-10	0	-5	-9
CCN(CC)c1ccc(S(=O)(=O)N2CCCCC2)cc1NC(=O)C1CCC1	-4	-2.0	2	-9	-2	24	-2	12	2
Cc1cc(NC(=O)COC(=O)CCNS(=O)(=O)c2cccc(C(F)(F)F)c2)no1	5	-0.8	-4	2	1	21	-1	1	9
CCOC(=O)C1CCCCN1C(=O)CCc1nnc(-c2ccc3c(c2)OCO3)o1 (stereo unspecified)	9	-0.8	0	-3	2	20	-3	-8	-8
CCc1cccc(CC)c1NC(=O)CN1C2CCCC1CC(NC(=O)Nc1cccc(OC)c1)C2 (stereo unspecified)	5	-2.7	2	8	0	18	-6	-2	0
COc1cc(C(=O)NNC2=NC(C)(C)Cc3cc(C)c(C)cc32)cc(OC)c1OC	11	0.2	0	6	1	27	-2	-11	3
CC1(C(=O)NS(=O)(=O)c2cccc(Cl)c2)CCN1C(=O)Cc1cccs1 (stereo unspecified)	1	.	6	-2	0	.	4	17	-7
COc1ccc(C2CC(c3ccc(OC)cc3)n3nc(NS(C)(=O)=O)nc3N2)cc1 (stereo unspecified)	2	-1.8	21	2	1	-2	3	1	-13
CSc1nc(N)nc2c1ncn2CC(=O)N[C@H](CO)Cc1c[nH]c2ccccc12	10	-0.7	-3	-3	0	5	-1	5	-1
Cc1ccc(OCC(=O)NNC(=O)c2cc(C)[nH]n2)cc1	7	-2.7	14	-5	1	10	1	4	4
CC(C(=O)NC1CCCCCC1)N(c1ccccc1)S(C)(=O)=O (stereo unspecified)	7	-0.6	4	1	0	6	-3	2	-6
COc1cccc(NC(=S)NC(=O)c2cccnc2)c1	6	-1.4	-1	5	0	2	0	1	12
COc1ccc(-c2nnsc2N2C(=O)c3ccccc3C2=O)cc1	8	-1.7	-1	7	-1	-6	0	6	9
C/C(=N\N1CCN(c2ccccc2)CC1)c1ccco1	-4	2.6	15	0	1	-6	0	-2	-4
Cc1cc[n+](CC(=O)Nc2ccccc2)cc1	6	-4.4	0	4	0	5	-1	9	7
CCOc1cc(/C=N/Nc2cccc(C(=O)O)c2)ccc1OCC(=O)N1CCCCC1	4	-1.5	19	10	1	9	4	-9	-2
O=C(CCCCn1ccc(=O)[nH]c1=O)Nc1ccc(O)c(C(=O)O)c1	-1	3.2	1	-14	9	-1	1	16	-17
Cn1cc(CN2CCN(CCO)CC2)c(-c2ccc(Oc3ccccc3)cc2)n1	-3	2.6	3	2	1	11	-5	3	3
CCOc1ccccc1Nc1nnc(SCC(=O)Nc2nc(-c3ccc(OC)cc3)cs2)s1	10	0.0	-5	2	8	2	3	8	-10
CCOc1[nH]n(-c2ccccc2)c(=O)c1C=Nc1ccccc1	7	-0.3	-2	-1	0	-17	-2	-4	0
N#Cc1ccsc1NC(=O)CN1CCN(c2ccccn2)CC1	6	-0.7	1	2	3	1	2	1	-3
COc1ccc(C2C(C(=O)NC(C)C)c3ccccc3C(=O)N2C)cc1OC (stereo unspecified)	8	0.4	-1	-1	1	6	-1	2	4
CC1=C(C)CC(C(=O)Nc2ccc(C(=O)N3CCOCC3)cc2)C(C(=O)O)C1 (stereo unspecified)	-5	0.0	-7	9	1	10	0	-2	6
O=C(Nc1cccc2ccccc12)N1CCCN(c2c(Cl)cncc2Cl)CC1	-3	-0.3	-12	-6	3	-2	-4	6	-1
CSc1ccccc1NC(=O)COC(=O)Cc1cccs1	12	0.3	4	-3	1	8	-1	4	7
CC(C)c1cc(C(=O)Nc2cccc(Cl)c2)no1	-1	0.1	6	-6	2	-11	-3	4	11
COc1cccc(/C=C2/NC(=O)N(CC(=O)Nc3ccc(C)cc3)C2=O)c1OCc1cccc(C(=O)O)c1	3	0.0	-5	-1	1	5	0	10	4
O=C(CSc1nc2[nH]ncc2c(=O)[nH]1)NCc1ccccc1	8	-1.0	24	3	1	3	-1	-2	-3
CCOCCCNC(=O)c1cn(CC)c2ccc(S(=O)(=O)N(C)C3CCCCC3)cc2c1=O	-10	1.5	-9	-5	10	-12	-1	5	-1
CN(C(=O)COC(=O)c1ccc(S(=O)(=O)N2CCCCCC2)cc1)c1ccccc1	6	-1.3	7	-1	1	-13	-1	0	-6
COc1cc(OC)nc(Oc2ccccc2C=O)n1	8	1.9	-3	-5	0	12	4	-10	-2
Cc1cc(Nc2cccc(C)c2C)n2nc(C)nc2n1	11	-3.1	-1	-7	-1	-5	0	5	3
CN1CCN(C(=O)c2ccc(CN3CCOCC3)cc2)CC1	8	-2.1	-3	-3	1	17	-1	4	-2
CCOC(=O)/C(C(=O)Nc1ccccc1Cl)=C1/NC(C)(C)Cc2ccccc21	7	-2.5	1	2	0	-42	1	-6	-1
COC(=O)N1C(=O)[C@](c2ccccc2)(C(C)C)N1C(=O)OC	9	-2.8	9	1	0	5	-2	15	-14
Cc1ccc(NC(=O)c2ccc([N+](=O)[O-])o2)c(C)c1	10	-2.2	9	12	0	-8	-4	3	-5
O=C1C=C(c2ccccc2)C(O)(c2ccccc2)C1 (stereo unspecified)	3	2.4	1	-2	5	10	0	4	9
COc1ccc(S(=O)(=O)Nc2cccc3c2O[C@H](CN(C)Cc2ccncc2)[C@@H](C)CN([C@H](C)CO)C3=O)cc1	12	0.2	4	-1	0	6	2	3	7
CC(=O)NC(C(=O)OCC(=O)N(c1ccccc1)c1ccccc1)C(C)C (stereo unspecified)	10	-0.7	17	13	3	11	-7	-4	-4
O=C(N/N=C/c1cccnc1)c1ccc(NC(=O)c2cccc(Cl)c2)cc1	-3	0.5	-6	-3	6	3	-1	10	10
O=C(c1cc(C2CC2)on1)N1CCN(c2ccc(F)cc2)CC1	1	-1.7	8	-4	3	7	1	0	-9
O=C(Oc1ccccc1)c1cccc2cccnc12	4	-0.5	13	2	0	2	-1	-2	-10
Cc1occc1C(=O)NNC(=O)CN1C(=O)NC2(CCCCC2)C1=O	5	0.2	2	-4	0	2	0	11	-10
COC(=O)c1c(-c2ccc(N(C)C)cc2)oc2c1C(OC)CCC2 (stereo unspecified)	.	.	4	8	0	.	0	-8	-3
CN(Cc1cccs1)C(=O)CN1C(=O)c2ccccc2S1(=O)=O	9	3.6	3	3	1	1	6	-2	-2

(continued)
SMILES	M1 PAM	CRFBP-R2 agonist	CHRM4 PAM	CHRM5 PAM	CHRM4 agonist	CRFBP-R2 block	CHRM5 agonist	M5 antag	M4 antag
O=C(CN(c1ccccc1Cl)S(=O)(=O)c1ccccc1)N/N=C/c1ccccc1C(=O)O	9	1.0	3	-4	0	4	0	9	-7
COc1ccc(C(=O)ON=C2c3ccccc3-c3ccccc32)cc1OC	2	1.1	0	2	1	-11	3	4	-3
CCOC(=O)CSc1nc2ccc(C)cc2cc1C#N	-2	-3.9	6	-2	2	34	-5	-1	-4
CCCNC(=O)CSc1ccc(S(=O)(=O)N2CCCC2)cn1	10	-1.2	9	11	2	1	4	4	-4
O=C(c1cccc(C(F)(F)F)c1)C1CCCN(C(=O)C2CCOCC2)C1 (stereo unspecified)	10	-1.3	8	7	2	7	-3	-7	-5
CNC[C@H]1Oc2c(NC(=O)C3CC3)cccc2C(=O)N([C@H](C)CO)C[C@@H]1C	5	-0.3	10	-6	1	0	0	0	-10
Cc1ccc(S(=O)(=O)NCCC2=CCCCC2)cc1C(N)=O	-3	-1.0	-4	-10	11	11	3	18	2
O=[N+]([O-])C1C(c2ccccc2)C12c1ccccc1-c1ccccc12 (stereo unspecified)	14	2.5	-2	-1	-1	-7	0	7	-12
C=CCc1ccccc1OCC(O)CN(C(C)C)C(C)C (stereo unspecified)	-6	0.3	7	0	1	-20	-7	-4	-8
COC(=O)Cn1c(=NC(=O)c2ccc(Cl)s2)sc2cc(C)ccc21	5	-1.4	-1	3	0	21	-2	6	4
N#C/C(=C/c1ccc2c(c1)OCO2)C(=O)Nc1ccc(O)cc1	11	0.8	4	5	-1	-10	-2	1	-4
OCCN(CCCn1c(-c2ccncc2)nc2ccccc21)c1nc(CN2CCCCC2)cs1	-16	0.6	-7	-3	0	2	-4	11	12
CCOc1ccc(-n2nc3ccc(N)cc3n2)cc1	-1	-1.1	4	-4	2	3	-2	11	-3

In another format: 5 of the compounds above
canonical_smiles,M1 PAM,CRFBP-R2 agonist,CHRM4 PAM,CHRM5 PAM,CHRM4 agonist,CRFBP-R2 block,CHRM5 agonist,M5 antag,M4 antag
Cc1ccc(S(=O)(=O)NCCC2=CCCCC2)cc1C(N)=O,-3,-1.0,-4,-10,11,11,3,18,2
CCOc1ccc(-n2nc3ccc(N)cc3n2)cc1,-1,-1.1,4,-4,2,3,-2,11,-3
COc1ccc(C(=O)ON=C2c3ccccc3-c3ccccc32)cc1OC,2,1.1,0,2,1,-11,3,4,-3
OCCN(CCCn1c(-c2ccncc2)nc2ccccc21)c1nc(CN2CCCCC2)cs1,-16,0.6,-7,-3,0,2,-4,11,12
CNC[C@H]1Oc2c(NC(=O)C3CC3)cccc2C(=O)N([C@H](C)CO)C[C@@H]1C,5,-0.3,10,-6,1,0,0,0,-10

Assay outcomes as filed in PubChem.
